APJ agonist – activates the human apelin receptor APJ; CHO-K1 APJ PathHunter beta-arrestin, luminescence; 0% DMSO wells, 100% apelin; AID 2520; actives 0.11% (n = 330,000); P35414; activation, % at 20 µM;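 active = activation more than six SD over the plate average, tested at 20 µM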;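 also: 0% = DMSO alone and 100% = apelin-13 at 10 nM; some results filed as inactive read as strong as hits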
Target sequence (P35414 whole entry, looked up): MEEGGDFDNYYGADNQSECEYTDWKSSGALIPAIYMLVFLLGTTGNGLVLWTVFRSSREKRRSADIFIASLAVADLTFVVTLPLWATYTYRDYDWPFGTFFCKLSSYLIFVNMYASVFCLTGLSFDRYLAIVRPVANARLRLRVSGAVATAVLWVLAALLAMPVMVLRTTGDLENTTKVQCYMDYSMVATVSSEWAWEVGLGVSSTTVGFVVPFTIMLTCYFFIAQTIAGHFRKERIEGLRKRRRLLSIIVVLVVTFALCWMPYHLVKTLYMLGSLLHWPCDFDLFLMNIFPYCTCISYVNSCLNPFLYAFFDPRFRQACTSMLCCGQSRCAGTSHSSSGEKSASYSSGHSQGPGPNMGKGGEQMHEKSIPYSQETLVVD
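Test system: CHO-K1 APJ beta-arrestin complementation cell line | Compound: Single test compound dose, 20 µM final, 1% DMSO | Incubation: Compound 90 min 25 °C, reagent 1 h | Measured by: beta-gal luminescence | Read-out basis: APJ–arrestin association signal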
EBI2 antag – antagonists of human EBI2 receptor. actives 0.81% (n = 360,000). P32249. AID 651636. inhibition, % at 5 µM. EBI2 beta-arrestin recruitment, luminescence, 7a,25-OHC stimulated; in the data active = inhibition above about 38%;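 also: enzyme fragment complementation signal reports receptor beta-arrestin coupling in cells; 0% = agonist plus DMSO wells and 100% = wells without agonist; some results beyond the cut were filed as inactive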
Mdm2 MdmX PPI – disrupts the human Mdm2-MdmX interaction; inhibition, % at 8 µM; O15151+Q00987; SaOS-2 split-luciferase Mdm2/MdmX complementation, luminescence; actives 3% (n = 330,000);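 active = inhibition of at least 50% at 8 µM in the primary screen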
CHOP UPR activ – activators of apoptotic arm of unfolded protein response (CHOP) | CHO-CHOP luciferase reporter, UPR activation, luminescence; percent of tunicamycin response over DMSO baseline | AID 449763 | activation, % at 10 µM | actives 0.34% (n = 330,000);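 active = at 10 µM dose, activation of 40% or more, normalized to positive control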;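 also: 100% = tunicamycin at 10 µg/mL and 0% = DMSO alone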
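Assay system: CHO-CHOP cells, stable luciferase reporter of PERK-eIF2a-CHOP signalling / Buffer or medium: F12 plus 10% serum / Compound dosing: one dose, 10 µM in 0.5% DMSO / Times: 6 h compound treatment, 37 °C / Technique: luciferase luminescence / Read-out: % reporter activation, DMSO baseline versus tunicamycin full activation / Benchmarks: tunicamycin and DMSO controls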
CCR6 antag – CCR6 (human) receptor antagonism; CHO-K1 CCR6 PathHunter beta-arrestin, luminescence, CCL20-stimulated; P51684; AID 493098; actives 0.49% (n = 340,000); inhibition, % at 20 µM;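 active = compounds whose inhibition of the agonist-driven luminescence signal at 20 µM reaches about 50%, limit read from the data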;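 also: cells stimulated with CCL20 at 14 nM final; plate controls were DMSO with CCL20 for no effect and DMSO without agonist for full effect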
Target sequence (P51684 whole entry, looked up): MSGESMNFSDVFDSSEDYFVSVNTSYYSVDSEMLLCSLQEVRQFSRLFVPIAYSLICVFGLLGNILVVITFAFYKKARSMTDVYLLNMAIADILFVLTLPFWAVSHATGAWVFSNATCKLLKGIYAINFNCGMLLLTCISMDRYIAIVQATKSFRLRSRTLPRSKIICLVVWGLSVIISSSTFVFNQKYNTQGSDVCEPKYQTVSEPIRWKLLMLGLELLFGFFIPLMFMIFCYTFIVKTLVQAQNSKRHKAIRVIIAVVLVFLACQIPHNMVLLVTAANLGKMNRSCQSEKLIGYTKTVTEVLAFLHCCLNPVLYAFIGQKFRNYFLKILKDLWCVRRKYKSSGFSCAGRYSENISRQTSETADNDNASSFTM
UPR XBP1 act – activators of adaptive arm of unfolded protein response (XBP1); activation, % at 20 µM; actives 0.33% (n = 330,000); CHO-XBP1 luciferase reporter, IRE1-XBP1 UPR activation, luminescence; percent of tunicamycin response, DMSO as zero;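 active = versus positive control, 20 µM dose yields 30% or more activation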;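 also: 100% = tunicamycin at 10 µg/mL and 0% = DMSO only wells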
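Test system: CHO-XBP1 luciferase reporter cells | Buffer or medium: Serum-containing F12 medium, 10% FBS | Schedule: 6 h compound exposure at 37 °C, 5% CO2 | Detection: Steady-Glo luciferase glow luminescence, 10 min after reagent addition | Read-out basis: Activation, % of tunicamycin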
CXCR6 inh – inhibitors of human CXCR6 receptor; O00574; CHO-K1 PathHunter CXCR6 beta-arrestin, luminescence; inhibition, % at 20 µM; actives 0.36% (n = 360,000); AID 602244; in the data active = inhibition above about 34%, passing the limit was not always enough;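 also: antagonist mode with CXCL16 agonist at 10 nM final; 0% = 10 nM CXCL16 with DMSO and 100% = unstimulated wells without agonist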
tim23-1 inh – inhibits growth of tim23-1 mutant yeast; S. cerevisiae tim23-1 growth, BacTiter-Glo luminescence, 24 h; inhibition, % at 20 µM; actives 1.3% (n = 330,000);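 active = growth inhibition of the mutant yeast at or above 50%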;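 also: temperature-sensitive mutant grown at 25 °C; plate controls were DMSO-treated mutant yeast for no effect and medium wells lacking yeast for full effect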
APJ antagonist – APJ receptor antagonism. inhibition, % at 20 µM. AID 2521. CHO-K1 APJ beta-arrestin complementation, luminescence. actives 0.32% (n = 330,000);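 active = inhibition above about 40% at 20 µM, limit read from the data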;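 also: cells challenged with 10 nM apelin-13 agonist together with compound; plate controls were apelin-13 plus DMSO wells for no effect and DMSO wells lacking apelin-13 for full effect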
An asterisk follows results filed as active.

`CN(CC(=O)Nc1cccc(F)c1)CC(=O)Nc1cccc([N+](=O)[O-])c1` gave APJ agonist -3, EBI2 antag 9, Mdm2 MdmX PPI -30, CHOP UPR activ -0.5, CCR6 antag 9, UPR XBP1 act 1, CXCR6 inh 0, tim23-1 inh 18 and APJ antagonist -17.
COc1cccc(NC(=S)N(CCCN2CCOCC2)C(C)c2cc3ccccc3o2)c1 (configuration not stated) was read as APJ agonist -4, EBI2 antag -9, Mdm2 MdmX PPI -8, CHOP UPR activ -0.1, CCR6 antag 1, UPR XBP1 act -1, CXCR6 inh -5, tim23-1 inh -44 and APJ antagonist -10.
`CCN(C(=O)CSc1ccccn1)C1CCCCC1` gave APJ agonist -4, EBI2 antag -1, Mdm2 MdmX PPI 24, CHOP UPR activ 2.1, CCR6 antag 2, UPR XBP1 act 1, CXCR6 inh 6, tim23-1 inh 28 and APJ antagonist 3.
Nc1nc(Cl)nc2c1ncn2[C@H]1C[C@H](O)[C@@H](CO)O1 was read as APJ agonist -1, EBI2 antag -1, Mdm2 MdmX PPI 87*, CHOP UPR activ -3.5, CCR6 antag 1, UPR XBP1 act 1, CXCR6 inh -3, tim23-1 inh -12 and APJ antagonist 14.
`Cc1nc2c(cc1NC(=O)C(C)(C)C)nc(C)n2Cc1ccccc1` gave APJ agonist -2, EBI2 antag 0, Mdm2 MdmX PPI 6, CHOP UPR activ 0.0, CCR6 antag 12, UPR XBP1 act -1, CXCR6 inh -3, tim23-1 inh 4 and APJ antagonist 14.
O=C(NCCc1c[nH]c2ccccc12)OCCSS(=O)(=O)O was read as APJ agonist -4, EBI2 antag -2, Mdm2 MdmX PPI -8, CHOP UPR activ -0.5, CCR6 antag 6, UPR XBP1 act 3, CXCR6 inh -7, tim23-1 inh 0 and APJ antagonist 8.
For Cc1ccc(NC(=O)COc2ccccc2[N+](=O)[O-])nc1 the results were APJ agonist -2, EBI2 antag 1, Mdm2 MdmX PPI -71, CHOP UPR activ -2.3, CCR6 antag 10, UPR XBP1 act -6, CXCR6 inh -8, tim23-1 inh 11 and APJ antagonist 11.
For CCCn1c(SCC(=O)Nc2cccc(C(=O)OCC)c2)nnc1-c1ccoc1C the results were APJ agonist 1, EBI2 antag 4, Mdm2 MdmX PPI 4, CHOP UPR activ 1.2, CCR6 antag 16, UPR XBP1 act -1, CXCR6 inh 7, tim23-1 inh -12 and APJ antagonist 10.
For CCCc1c(C(=O)Nc2ccc(F)cc2)cnn1-c1ccccc1 the results were APJ agonist -3, EBI2 antag 1, Mdm2 MdmX PPI 3, CHOP UPR activ 3.5, CCR6 antag 14, UPR XBP1 act -3, CXCR6 inh -6, tim23-1 inh 56* and APJ antagonist 11.
Screening CC1CCN(Cc2c(C(=O)N/N=C/c3cccc(Cl)c3)nnn2-c2nonc2N)CC1 returned APJ agonist -1, EBI2 antag 7, Mdm2 MdmX PPI -5, CHOP UPR activ -0.4, CCR6 antag -12, UPR XBP1 act -2, CXCR6 inh 0, tim23-1 inh 17 and APJ antagonist 6.
CC(CCc1ccccc1)NC(=O)COC(=O)c1cccnc1Cl (configuration not stated) was read as APJ agonist -3, EBI2 antag -3, Mdm2 MdmX PPI 12, CHOP UPR activ 0.3, CCR6 antag -6, UPR XBP1 act -1, CXCR6 inh 7, tim23-1 inh 3 and APJ antagonist 4.
Screening COc1ccc(S(=O)(=O)N(Cc2ccccc2)Cc2nc3ccccc3c(=O)[nH]2)cc1 returned APJ agonist 0, EBI2 antag 14, Mdm2 MdmX PPI 21, CHOP UPR activ -1.7, CCR6 antag 4, UPR XBP1 act 0, CXCR6 inh -5, tim23-1 inh -6 and APJ antagonist 17.

Quoted at random: 3 records from the list.
Nc1nc(Cl)nc2c1ncn2[C@H]1C[C@H](O)[C@@H](CO)O1 was read as APJ agonist -1, EBI2 antag -1, Mdm2 MdmX PPI 87*, CHOP UPR activ -3.5, CCR6 antag 1, UPR XBP1 act 1, CXCR6 inh -3, tim23-1 inh -12 and APJ antagonist 14.
For CCCn1c(SCC(=O)Nc2cccc(C(=O)OCC)c2)nnc1-c1ccoc1C the results were APJ agonist 1, EBI2 antag 4, Mdm2 MdmX PPI 4, CHOP UPR activ 1.2, CCR6 antag 16, UPR XBP1 act -1, CXCR6 inh 7, tim23-1 inh -12 and APJ antagonist 10.
O=C(NCCc1c[nH]c2ccccc12)OCCSS(=O)(=O)O was read as APJ agonist -4, EBI2 antag -2, Mdm2 MdmX PPI -8, CHOP UPR activ -0.5, CCR6 antag 6, UPR XBP1 act 3, CXCR6 inh -7, tim23-1 inh 0 and APJ antagonist 8.

Continuation:
C=CCNC(=S)Nc1ccc(N2CCOCC2)c(S(=O)(=O)Nc2ccccc2Cl)c1 was read as APJ agonist 3, EBI2 antag -14, Mdm2 MdmX PPI 15, CHOP UPR activ -0.8, CCR6 antag -11, UPR XBP1 act 1, CXCR6 inh -3, tim23-1 inh 17 and APJ antagonist -15.
For Cc1cc(C)c(C#N)c(N2CCC(C(N)=O)CC2)n1 the results were APJ agonist 0, EBI2 antag -5, Mdm2 MdmX PPI -18, CHOP UPR activ 4.2, CCR6 antag -5, UPR XBP1 act 0, CXCR6 inh 4, tim23-1 inh 2 and APJ antagonist -9.
`COc1ccc(N2CCN(C(=O)c3ccccc3NS(=O)(=O)c3ccc(C)cc3)CC2)cc1` gave APJ agonist 2, EBI2 antag 4, Mdm2 MdmX PPI 0, CHOP UPR activ 0.0, CCR6 antag 24, UPR XBP1 act -4, CXCR6 inh -6, tim23-1 inh 26 and APJ antagonist -4.
Cc1occc1C(=O)N1CCCC(Nc2ccc(F)c(F)c2)C1 (configuration not stated) was read as APJ agonist 5, EBI2 antag -4, Mdm2 MdmX PPI 4, CHOP UPR activ 1.0, CCR6 antag -6, UPR XBP1 act -2, CXCR6 inh -11, tim23-1 inh 5 and APJ antagonist 14.
`Cc1ccc(Cl)cc1N1CCN(S(=O)(=O)c2c(C(=O)N3CCOCC3)c(C)n(C)c2C)CC1` gave APJ agonist 0, EBI2 antag -1, Mdm2 MdmX PPI 6, CHOP UPR activ -0.8, CCR6 antag 11, UPR XBP1 act -4, CXCR6 inh 6, tim23-1 inh -4 and APJ antagonist 8.
For O=C(Nc1ccc(Oc2ccccc2)cc1)C1CCCO1 (configuration not stated) the results were APJ agonist -4, EBI2 antag -5, Mdm2 MdmX PPI 5, CHOP UPR activ 6.3, CCR6 antag 13, UPR XBP1 act -2, CXCR6 inh 10, tim23-1 inh 15 and APJ antagonist 4.
COc1ccc(C2(C)NC(=O)N(CC3CCCCC3)C2=O)cc1 (configuration not stated) was read as APJ agonist 0, EBI2 antag -3, Mdm2 MdmX PPI -8, CHOP UPR activ -0.3, CCR6 antag 2, UPR XBP1 act 5, CXCR6 inh -1, tim23-1 inh 25 and APJ antagonist 16.
For CCCCOC(=O)n1c(=O)oc2ccc(S(=O)(=O)N3CCCCC3)cc21 the results were APJ agonist 1, EBI2 antag 0, Mdm2 MdmX PPI 23, CHOP UPR activ -2.3, CCR6 antag 18, UPR XBP1 act 2, CXCR6 inh -6, tim23-1 inh 46 and APJ antagonist -16.
For O=C(Cc1n[nH]c(=O)c2ccccc12)NC(c1ccccc1)c1ccccc1 the results were APJ agonist -3, EBI2 antag -2, Mdm2 MdmX PPI 16, CHOP UPR activ 1.0, CCR6 antag 1, UPR XBP1 act 0, CXCR6 inh 9, tim23-1 inh -6 and APJ antagonist 22.
`CC(Oc1ccccc1)C(=O)N(CCC1=CCCCC1)c1c(N)n(Cc2ccccc2)c(=O)[nH]c1=O` (configuration not stated) gave APJ agonist -8, EBI2 antag 8, Mdm2 MdmX PPI -6, CHOP UPR activ 0.3, CCR6 antag 22, UPR XBP1 act -2, CXCR6 inh 10, tim23-1 inh 12 and APJ antagonist -8.
For COc1ccc(-n2c(O)c(C=NC3CC3)c(=O)[nH]c2=O)cc1 the results were APJ agonist -3, EBI2 antag -3, Mdm2 MdmX PPI 14, CHOP UPR activ -1.2, CCR6 antag -8, UPR XBP1 act -5, CXCR6 inh -6, tim23-1 inh -3 and APJ antagonist -10.
Screening Cc1[nH]n(C(N)=S)c(=O)c1N=Nc1ccc(S(=O)(=O)N2CCCC2)cc1 returned APJ agonist -13, EBI2 antag 4, Mdm2 MdmX PPI -4, CHOP UPR activ 4.3, CCR6 antag 47, UPR XBP1 act 2, CXCR6 inh 28, tim23-1 inh 7 and APJ antagonist 57*.
CN(C)C(CNC(=O)CNC(=O)c1ccc(Br)cc1)c1ccccc1 (configuration not stated) was read as APJ agonist -1, EBI2 antag 0, Mdm2 MdmX PPI 12, CHOP UPR activ -0.7, CCR6 antag 1, UPR XBP1 act 1, CXCR6 inh -1, tim23-1 inh 11 and APJ antagonist -16.
Screening O=C(CCn1nnc2ccccc21)Nc1nnc(COc2ccccc2F)s1 returned APJ agonist 1, EBI2 antag -4, Mdm2 MdmX PPI 8, CHOP UPR activ 0.7, CCR6 antag 13, UPR XBP1 act -2, CXCR6 inh -5, tim23-1 inh -3 and APJ antagonist 2.
Screening Cn1c(N)c(C(=O)COC(=O)c2cnc(Cl)c(Cl)c2)c(=O)n(C)c1=O returned APJ agonist -4, EBI2 antag 6, Mdm2 MdmX PPI -4, CHOP UPR activ -0.2, CCR6 antag -2, UPR XBP1 act -2, CXCR6 inh 3, tim23-1 inh 5 and APJ antagonist -8.
For O=C(OCc1nc2ccccc2s1)c1cnccn1 the results were APJ agonist -3, EBI2 antag -6, Mdm2 MdmX PPI -24, CHOP UPR activ 2.9, CCR6 antag -3, UPR XBP1 act 1, CXCR6 inh -4, tim23-1 inh 0 and APJ antagonist -5.
For COc1ccc(NC(=O)c2ccc[n+]([O-])c2)cc1 the results were APJ agonist -2, EBI2 antag -2, Mdm2 MdmX PPI 18, CHOP UPR activ -0.1, CCR6 antag 9, UPR XBP1 act -3, CXCR6 inh 0, tim23-1 inh 8 and APJ antagonist 7.
Screening CCCC(C(=O)NCC1CCCO1)N(Cc1ccco1)C(=O)CNS(=O)(=O)c1ccccc1 (configuration not stated) returned APJ agonist 1, Mdm2 MdmX PPI 15, CHOP UPR activ 0.7, CCR6 antag 14, UPR XBP1 act 0, tim23-1 inh 2 and APJ antagonist -2.
`CC1=C(C(=O)Nc2cccc(F)c2)C(c2ccsc2)C2=C(CC(C)(C)CC2=O)N1` (configuration not stated) gave APJ agonist -2, EBI2 antag -20, Mdm2 MdmX PPI 54*, CHOP UPR activ 0.4, CCR6 antag 5, UPR XBP1 act 4, CXCR6 inh 6, tim23-1 inh 19 and APJ antagonist 8.

A portion of the library; the hit share may differ from the screen's.
